Compound activity as filed in PubChem.
RAM inhibit = blocks the yeast RAM network | inhibition, % at 50 µM | 190,000 tested, 1.8% active | S. cerevisiae dse1pr::URA3 reporter, 5-FOA growth OD615, 2 d; analog-sensitive cbk1-as2 kinase mutant strain;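 active = inhibition above a set limit, 3 SD over mean compound inhibition, cut at about 8.4% in these data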;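 note: 0% = DMSO-only wells with no growth and 100% = 10 µM 1-NA-PP1 full growth; inhibition rescues growth on 5-FOA so higher OD means more RAM inhibition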
S1P3 antagonist = blocks the human S1P3 receptor | Q99500 | CHO S1P3 NFAT-BLA reporter, FRET fluorescence, antagonist mode | inhibition, % at 4.98 µM | 170,000 tested, 0.27% active | AID 485;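 active = inhibition above the plate cutoff, the mean inhibition of test wells on that plate plus 3 SD, cut at about 28% in these data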;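 note: cells challenged with S1P at its EC80 of 0.8 µM; blue over green emission ratio from cleaved BLA substrate after 4 h stimulation; 0% = S1P-stimulated wells and 100% = unstimulated DMSO-only wells; some compounds past the cut are filed as inactive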
Target sequence (Q99500 whole entry, looked up): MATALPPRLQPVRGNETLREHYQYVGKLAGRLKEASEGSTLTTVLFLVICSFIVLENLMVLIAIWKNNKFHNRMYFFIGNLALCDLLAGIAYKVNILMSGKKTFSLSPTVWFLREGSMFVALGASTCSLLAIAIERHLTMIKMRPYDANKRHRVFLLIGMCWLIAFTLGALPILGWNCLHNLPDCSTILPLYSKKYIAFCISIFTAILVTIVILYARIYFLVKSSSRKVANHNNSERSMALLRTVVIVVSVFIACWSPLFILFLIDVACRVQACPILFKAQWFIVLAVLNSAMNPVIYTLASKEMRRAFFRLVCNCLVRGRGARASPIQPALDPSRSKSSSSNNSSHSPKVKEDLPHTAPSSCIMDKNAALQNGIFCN
TLR4 MyD88 comp = blocks binding of human TLR4 to MyD88 | AID 861 | HeLa CL3-4 TLR4/MyD88 BLA complementation, FRET ratio | inhibition, % at 8.4 µM | O00206+Q99836 | 200,000 tested, 0.18% active; in the data active = inhibition above about 25%;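 note: 0% = vehicle and 100% = reference inhibitor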
TR-FRET SRC-2 ct = TR-FRET artefact, counter-screen to PPARgamma/SRC-2 agonist assay; hits give high values; TR-FRET ratio at 8 µM; 200,000 tested, 0.4% active; AID 1049; in the data active = TR-FRET ratio above about 2000; note: inactives centre near 1500
STAT3 inh = inhibitors of IL-6 induced STAT3 signaling | U3A cells, IL-6 STAT3-luciferase reporter, luminescence; host cell line lacks STAT1 | inhibition, % at 5.5 µM | 190,000 tested, 0.89% active;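 active = inhibition above the mean inhibition across all screened compounds plus 3 SD, cut at about 44% in these data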;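 note: 0% = DMSO only wells and 100% = 100 µM nifuroxazide control wells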
PPARg SRC3 recr = promotes SRC-3 coactivator recruitment by human PPARgamma. 200,000 tested, 0.26% active. biochemical PPARgamma/SRC-3 coactivator recruitment assay. activation, % at 8 µM; in the data active = activation above about 23%;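 note: 0% = DMSO and 100% = reference agonist; some compounds past the cut are filed as inactive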
STAT1 blocker = reduces IFN-gamma driven STAT1 reporter signal; NIH 3T3 STAT1-luciferase reporter, luminescence; inhibition, % at 5.5 µM; 200,000 tested, 0.35% active;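 active = inhibition above a set limit, the mean inhibition across all tested compounds plus 3 SD, cut at about 34% in these data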;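 note: 0% = IFN-gamma with DMSO and 100% = IFN-gamma with 300 µM nifuroxazide; values of inactives mirror those of a sister screen read the other way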
PPARg SRC-1 ag = PPARgamma-driven SRC-1 recruitment agonism. 200,000 tested, 0.41% active. activation, % at 8 µM. PPARgamma-SRC-1 coactivator recruitment biochemical assay; in the data active = activation above about 19%;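 note: 0% = DMSO and 100% = reference agonist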
ROMK mod = modulators of human ROMK potassium channel; P48048; Tet-inducible ROMK, thallium flux fluorescence; actives lie on both sides; B-score at 10 µM; 130,000 tested, 2% active;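 active = signal ratio slope over the read window, or its plate-corrected B-score, at least 3 SD from the plate mean, either direction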;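 note: B-score of the F/F0 ratio slope over 7 to 12 s after thallium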
Target sequence (P48048 whole entry, looked up): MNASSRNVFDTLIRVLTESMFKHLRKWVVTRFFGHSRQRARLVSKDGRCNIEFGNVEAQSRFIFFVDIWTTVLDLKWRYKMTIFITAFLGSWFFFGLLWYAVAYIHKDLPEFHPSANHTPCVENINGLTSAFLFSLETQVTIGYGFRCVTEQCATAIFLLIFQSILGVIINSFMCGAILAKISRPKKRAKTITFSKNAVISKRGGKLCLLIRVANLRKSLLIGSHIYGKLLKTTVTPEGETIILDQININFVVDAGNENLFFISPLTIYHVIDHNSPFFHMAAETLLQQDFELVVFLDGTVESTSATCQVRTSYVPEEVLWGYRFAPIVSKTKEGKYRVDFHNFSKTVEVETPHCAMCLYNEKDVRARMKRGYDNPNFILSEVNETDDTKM
PPARg SRC2 recr = promotes SRC-2 coactivator recruitment by human PPARgamma; P37231; PPARgamma LBD-SRC-2 recruitment, biochemical; activation, % at 8 µM; 200,000 tested, 0.34% active; AID 1032; in the data active = activation above about 22%;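 note: 0% = vehicle and 100% = reference agonist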
STAT3 act = STAT3 signaling activation; U3A cells, IL-6 STAT3-luciferase reporter, luminescence; 100% = signal with IL-6 EC80 alone; activation (% of control), % at 5.6 µM; 190,000 tested, 0.91% active; AID 871;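 active = activation above the screen-wide mean of compound activation plus 3 SD, cut at about 130% in these data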;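 note: 0% = background luminescence of wells with medium and substrate only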
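Test system: Human STAT1-deficient U3A cells with stable STAT3-luciferase reporter | Also added: Interleukin-6, 33 ng/mL | Timing: Compound pre-incubation 1 h before IL-6, then 6 h stimulation at 37 °C | Technique: Luciferase reporter luminescence | Read-out: Percent of IL-6-only median luminescence | Benchmarks: IL-6-only wells as 100% reference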
Starred values were filed as active, the others as inactive; . = no result given.

No.	Molecule	RAM inhibit	S1P3 antagonist	TLR4 MyD88 comp	TR-FRET SRC-2 ct	STAT3 inh	PPARg SRC3 recr	STAT1 blocker	PPARg SRC-1 ag	ROMK mod	PPARg SRC2 recr	STAT3 act
1	O=C(NNC(=O)C1CCCCC1)C(=O)NC1CCCCC1	1.2	.	11	1620	9	-2	-3	-12	.	1	102
2	O=C1CCN(C2CCN(Cc3nc(Cc4ccccc4F)no3)CC2)CCN1	0.3	-10	-3	1400	6	-3	-1	-5	-0.08	-4	99
3	CC1C(C(=O)Nc2ccccc2)CCCC1(C)C(=O)O (stereo unspecified)	-0.3	.	-1	1573	0	-3	-1	-1	.	7	103
4	Cc1ccc(/C=C/C(=O)NC2CCS(=O)(=O)C2)cc1 (stereo unspecified)	-0.9	3	-10	1535	14	1	-4	-1	0.32	-1	95
5	Oc1c(Cl)cc(Cl)c2cccnc12	-0.7	-7	-2	1615	-9	0	-9	5	0.53	12	116
6	COc1ccc(N2C(=O)CC(Sc3ncn[nH]3)C2=O)c(OC)c1 (stereo unspecified)	0.5	19	-12	1536	9	-6	9	6	.	-1	100
7	O=c1c2ccccc2nc2ccc(N3CCOCC3)nn12	0.7	.	3	1546	-2	-2	-13	-3	0.0093	10	106
8	CCc1nccn1S(=O)(=O)c1ccc2ccc(C)cc2c1	-1.0	-41	-3	1483	0	14	-1	-2	.	4	103
9	CC(C)NC(=O)NC(=O)COC(=O)c1cc[n+]([O-])cc1	1.1	-11	-10	1564	10	2	-5	-2	-0.12	-2	94
10	COc1ccc(C2CC(c3cccs3)=NN2c2ccc(C=O)cc2)cc1 (stereo unspecified)	6.1	17	-33	1536	6	2	-4	-5	-1.4	-5	93
11	Cc1nc(NC(=O)COC(=O)CCC(=O)c2cccs2)c(Cl)cc1Cl	0.3	-6	-10	1489	-6	0	-3	0	0.15	-3	103
12	Cc1cc(C)nc(SCc2ccc(C(=O)N/N=C/c3cccnc3)cc2)n1	4.4	-35	-25	1394	-1	-2	8	-7	0.87	0	104
13	O=C(CCN1CCN(Cc2ccccc2)CC1)Nc1cccc(Cl)c1	0.7	-16	5	1664	18	-3	10	-1	.	1	90
14	CN1C(=O)C2(Nc3ccccc3-c3nc4ccccc4n32)c2ccccc21 (stereo unspecified)	0.0	10	-13	1541	14	3	3	8	.	2	96
15	COCC(=O)OCC(=O)Nc1ccc(Cl)cc1[N+](=O)[O-]	1.4	-25	-1	1436	-5	-1	0	0	0.16	-1	110
16	CCOCCc1c(O)nc(SCCOc2ccc(C)c(C)c2)[nH]c1=O	3.6	-11	-7	1536	5	-6	-15	-5	-0.24	-6	99
17	CCc1ccc(CN(C)C(=O)CCc2nnc(-c3ccc(-c4ccccc4)cc3)o2)nc1	0.6	4	2	1518	16	-6	6	2	0.017	-3	89
18	COc1ccc(OC)c(-c2cc(C(=O)Nc3cc(C)on3)no2)c1	2.2	-10	-8	1460	-7	-4	9	5	-0.077	3	106
19	Cc1sc2c(c1C)c(=O)n(-c1ccccc1)c1nnc(C)n21	0.3	-24	-4	1462	18	-3	3	2	.	4	92
20	Cc1ccc(-n2cc(CNCCc3cscn3)c(-c3ccc(F)cc3)n2)cc1	-0.2	-2	14	1424	11	5	-16	6	-1.6	2	93
21	CC(C)(C)C1CCC(OC(=O)c2cncc(Br)c2)CC1 (stereo unspecified)	2.7	2	0	1569	8	2	0	3	0.7	-1	99
22	O=C(O)c1c2c(nc3ccc(S(=O)(=O)N4CCC(C(=O)N5CCCCC5)CC4)cc13)CCCC2	0.9	-12	4	1588	0	13	-2	2	.	9	104
23	CN(c1cccc(Cl)c1)S(=O)(=O)c1cccc(C(=O)Nc2nc3ccccc3[nH]2)c1	7.0	14	1	1724	18	7	-7	3	.	3	82
24	CNC(=O)CN(c1cccc(Br)c1)S(C)(=O)=O	0.5	13	5	1595	-6	-13	1	3	0.74	2	106
25	CCOc1ccc(S(=O)(=O)NCc2ccco2)c2ccccc12	1.2	2	-3	1613	-5	-9	2	-1	.	-2	107
26	O=C(NCc1ccco1)C(Cc1ccccc1)N1C(=O)C2C3C=CC(C3)C2C1=O (stereo unspecified)	0.9	7	2	1493	2	5	1	-5	-0.49	4	102
27	CC(Sc1ccccc1)C(=O)NN=C1CCCCCCC1 (stereo unspecified)	3.2	5	-11	1852	12	1	2	9	-0.74	3	99
28	CCN(Cc1ccncc1)C(=O)CCc1nnc(CCC2CCCCC2)o1	-0.8	-5	-3	1467	1	-3	-9	3	0.13	-2	104
29	CC(NC(=O)Nc1nccs1)(C(F)(F)F)C(F)(F)F	1.9	.	-9	1666	10	7	5	6	-0.35	5	98
30	N/C(=N\OC(=O)CCC1CCCCC1)c1cccnc1	0.5	.	1	1659	6	11	-10	0	0.37	7	101
31	O=C(CCc1ccccc1)Nc1c(F)c(F)c(F)c(F)c1F	-1.6	24	-4	1529	-2	-18	-6	3	-0.0061	1	106
32	O=C(CSCC(=O)Nc1nccs1)Nc1ccccc1	0.5	-26	17	1633	11	10	-8	4	-0.38	-5	92
33	CC(C)NCC(O)(c1ccc(Cl)cc1)c1ccc(Cl)cc1	0.1	8	-6	1608	-11	3	-6	-5	-0.52	2	115
34	CN(C)/C=C/C(=O)c1ccc(C(F)(F)F)cc1F	0.9	-11	-4	1480	3	3	-6	3	1.2	2	101
35	C=CCOc1ccc(C2/C(=C(\O)c3ccc(F)cc3)C(=O)C(=O)N2CCCN(C)C)cc1 (stereo unspecified)	-0.7	.	10	1635	4	-1	5	7	0.34	8	98
36	c1ccn2c(SCc3cn4ccsc4n3)nnc2c1	1.2	18	0	1613	-11	1	-42	-3	0.73	-1	112
37	Cn1c(SCC(=O)NCc2ccc(F)cc2)nc2ccccc21	-1.1	-7	-4	1470	20	-9	4	-7	.	-6	91
38	CC(=O)Nc1ccc2c(c1)C(=O)N(C1CCCCC1)C2=O	3.8	-29	10	1547	12	3	-8	5	.	10	92
39	CC(C)CC(=O)Nc1ccccc1N1CCN(C(=O)c2ccccc2)CC1	0.3	11	0	1530	2	1	18	-2	0.09	4	100
40	COc1ccc(NC(=O)c2ccc(-c3ccc([N+](=O)[O-])cc3)o2)cc1OC	1.5	-12	10	1544	1	4	4	5	-0.014	-11	98
41	C=CCn1c(=O)c2ccccc2n2c(SCC(=O)N3CCCc4ccccc43)nnc12	5.4	15	-17	1403	3	-1	-1	-4	.	-2	99
42	O=C(O/N=C(/c1ccccc1)c1ccncc1)c1ccc(F)cc1	-0.5	-12	5	1568	2	-2	-6	-3	-0.11	-14	100
43	O=C1N(c2cccc3ccccc23)C(c2ccccc2)N2CCCN12 (stereo unspecified)	2.4	-7	4	1597	24	0	9	11	1.1	8	83
44	CC(=O)Oc1ccc(Cl)cc1/C=C/c1ccc2ccccc2n1	-0.9	2	16	1587	-21	6	5	7	.	11	124
45	Cc1ccc(C(=O)Nc2cccc(-c3cnc4ccccc4n3)c2)cc1	4.7	.	5	1371	4	-8	0	2	-0.04	0	101
46	O=S(=O)(NCc1ccccn1)c1ccc(F)cc1	1.7	-46	-7	1571	11	-3	10	5	.	8	94
47	O=C1CSC2(C(=O)N3CCCc4cccc2c43)N1c1cccc(C(F)(F)F)c1 (stereo unspecified)	2.3	.	-3	1526	-3	6	3	13	.	2	106
48	Cc1cc(C)nc(NN=C2CCCC2)n1	-0.2	-9	7	1568	-1	3	14	-4	.	3	98
49	CCN(CC)S(=O)(=O)c1ccc(OCCNS(C)(=O)=O)cc1	1.4	-2	-7	1551	16	1	1	-1	1.3	7	96
50	CCc1cc(C(c2ccc(F)cc2)N2CCOCC2)c(NC(=O)c2ccccc2)s1 (stereo unspecified)	-0.5	.	1	1653	2	6	4	-4	-0.11	7	102
51	COCCCNC(=S)N1CCCN(c2nc3cc(C)ccc3cc2C#N)CC1	0.6	3	12	1268	15	2	24	-5	-0.27	-4	92
52	COc1ccc(S(=O)(=O)N=C2C=C(C)C(=O)C(C)=C2)cc1	3.7	.	1	1813	8	-1	6	3	-0.88	8	99
53	Cc1ccc2c(CC(=O)OCC(=O)Nc3ccc(Cl)cn3)coc2c1	-0.1	9	5	1650	11	0	1	-2	.	-4	91
54	Cn1c(CNc2ccccc2)cc(=O)n(C)c1=O	0.4	-15	-14	1414	10	-3	1	7	.	-3	99
55	N#Cc1c(SCC(=O)O)nc(N2CCCCC2)c2c1CCCC2	2.4	.	-15	1789	12	20	-1	9	0.023	13	92
56	COc1cccc(-n2cn[nH]c2=S)c1	1.3	-11	-4	1386	5	-1	-5	-6	1.7	-10	101
57	O=C(NC1(C(F)(F)F)NC(=O)N(C2CCCC2)C1=O)C1CC1 (stereo unspecified)	-0.7	-41	13	1569	7	6	1	-2	0.15	5	97
58	COC(=O)C1=CN(CC2CCCO2)C=C(C(=O)OC)C1c1cccc(O)c1 (stereo unspecified)	0.8	-7	-8	1621	4	3	-3	2	-0.0052	1	98
59	CCCCn1c(=NC(=O)c2cccnc2)c(C(=O)OCC)cc2c(=O)n3ccccc3nc21	1.7	.	-14	1668	-1	2	7	4	-0.64	8	104
60	C=CCN1C(=O)CSC1=Nc1ccc(O)cc1	1.4	.	4	1751	0	3	4	9	0.25	7	100

Next part:
No.	Molecule	RAM inhibit	S1P3 antagonist	TLR4 MyD88 comp	TR-FRET SRC-2 ct	STAT3 inh	PPARg SRC3 recr	STAT1 blocker	PPARg SRC-1 ag	ROMK mod	PPARg SRC2 recr	STAT3 act
61	CCCCOc1ccc(/C(O)=C2/C(=O)C(=O)N(CCN(C)C)C2c2ccc(O)c(OC)c2)cc1 (stereo unspecified)	-0.5	-4	1	1416	12	2	1	7	.	9	95
62	Cc1cccc(CN2CCN(CC(=O)N3CCCC3)C2=O)c1	0.9	.	6	1626	6	7	1	6	0.12	9	99
63	Oc1ccc2c(c1)C1CCCC1(N1CCOCC1)O2 (stereo unspecified)	0.6	.	7	1593	0	2	0	-4	0.9	2	103
64	CCC(=O)N1CCc2cc(S(=O)(=O)NCCC(=O)Nc3cc(C)cc(C)c3)ccc21	2.8	-11	1	1628	0	13	0	4	.	8	106
65	Cc1cc(C(=O)COC(=O)c2ccc(N)c([N+](=O)[O-])c2)c(C)n1-c1ccc2c(c1)OCO2	4.4	-1	7	1507	24	3	16	0	.	-5	81
66	O=C(NCCc1ccccc1)C1CCN(S(=O)(=O)c2ccc(-c3nn[nH]n3)cc2)CC1	4.2	7	6	1570	2	12	7	12	0.24	3	100
67	O=C(c1cc2c(ccc3ccccc32)o1)N1CCN(c2ncc(C(F)(F)F)cc2Cl)CC1	3.7	.	1	1488	2	0	-1	5	-0.65	5	102
